# Screening results deposited in PubChem BioAssay by National Center for Advancing Translational Sciences (NCATS).
# KDM5B inhibitor – Primary screen for KDM5B Histone Demethylases FDH-coupled qHTS; Lysine-specific demethylase 5B (Homo sapiens), Q9UGL1; KDM5B demethylase, FDH-coupled NADH fluorescence (FDH is formaldehyde dehydrogenase); Potency, µM (doses to about 57.7 µM), inactives show at the highest dose activity change, negative = inhibition, most hits filed as inhibitors; actives 2.6% (n = 220,000); active = well fitted inhibition curve with a large enough effect; inconclusive = small, poorly fitted or top-dose-only effect; inactive = no such curve, though single readings can be large or run the other way; also: 0% is about no effect; nearly all actives have a fitted effect of over 70% in size
# Target sequence (Q9UGL1 whole entry, looked up): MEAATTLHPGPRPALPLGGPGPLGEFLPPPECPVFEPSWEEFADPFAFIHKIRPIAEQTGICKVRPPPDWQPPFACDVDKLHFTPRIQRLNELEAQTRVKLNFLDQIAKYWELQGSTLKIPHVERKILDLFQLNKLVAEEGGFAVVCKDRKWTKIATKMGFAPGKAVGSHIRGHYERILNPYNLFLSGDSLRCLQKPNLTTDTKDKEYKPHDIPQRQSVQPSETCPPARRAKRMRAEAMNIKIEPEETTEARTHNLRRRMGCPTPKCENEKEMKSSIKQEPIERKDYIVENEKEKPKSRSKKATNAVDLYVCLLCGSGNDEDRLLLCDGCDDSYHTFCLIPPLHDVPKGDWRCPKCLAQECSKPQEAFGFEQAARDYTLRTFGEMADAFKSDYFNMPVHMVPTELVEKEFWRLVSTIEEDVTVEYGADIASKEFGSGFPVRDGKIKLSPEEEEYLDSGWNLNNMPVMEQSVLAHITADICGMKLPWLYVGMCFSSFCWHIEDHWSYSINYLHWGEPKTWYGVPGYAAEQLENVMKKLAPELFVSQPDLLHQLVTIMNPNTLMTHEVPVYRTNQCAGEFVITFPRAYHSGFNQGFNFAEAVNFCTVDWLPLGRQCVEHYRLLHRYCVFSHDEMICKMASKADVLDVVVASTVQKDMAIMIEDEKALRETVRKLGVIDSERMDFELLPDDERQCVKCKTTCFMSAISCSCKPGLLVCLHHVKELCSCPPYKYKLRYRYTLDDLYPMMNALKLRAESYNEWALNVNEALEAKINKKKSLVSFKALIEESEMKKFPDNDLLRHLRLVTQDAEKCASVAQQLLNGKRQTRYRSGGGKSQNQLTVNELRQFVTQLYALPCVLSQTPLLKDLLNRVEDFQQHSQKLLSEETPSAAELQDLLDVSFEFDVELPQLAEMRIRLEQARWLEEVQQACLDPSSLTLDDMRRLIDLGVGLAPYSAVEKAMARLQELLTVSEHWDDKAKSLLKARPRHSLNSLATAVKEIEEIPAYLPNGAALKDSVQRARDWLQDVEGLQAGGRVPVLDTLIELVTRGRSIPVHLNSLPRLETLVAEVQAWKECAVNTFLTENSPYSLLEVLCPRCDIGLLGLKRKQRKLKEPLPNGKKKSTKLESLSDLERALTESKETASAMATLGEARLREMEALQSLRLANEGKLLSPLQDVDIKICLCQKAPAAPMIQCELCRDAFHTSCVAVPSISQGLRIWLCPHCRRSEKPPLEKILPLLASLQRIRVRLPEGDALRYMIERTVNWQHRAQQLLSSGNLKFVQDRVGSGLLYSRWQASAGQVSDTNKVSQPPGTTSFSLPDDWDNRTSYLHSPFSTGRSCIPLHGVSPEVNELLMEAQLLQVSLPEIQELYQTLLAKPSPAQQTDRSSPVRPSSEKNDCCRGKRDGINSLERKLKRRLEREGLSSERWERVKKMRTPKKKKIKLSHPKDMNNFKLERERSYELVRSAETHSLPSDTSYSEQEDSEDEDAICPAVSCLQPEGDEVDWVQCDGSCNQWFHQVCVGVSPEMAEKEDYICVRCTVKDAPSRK
#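 Here, H3K4me3 peptide (12.5 µM in substrate mix) is demethylated by KDM5BΔAP, 200 nM final, after 10 min compound exposure. Formaldehyde product is coupled through FDH (0.25 U/mL in mix) to NADH fluorescence; 30-min ΔRFU feeds dose-response curves.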
# An asterisk follows results filed as active; ? = inconclusive; [ ] = remark or other dose. Potency is read from the fitted curve at half-maximal effect.
SMILES,KDM5B inhibitor
Cc1c(C)n(CCCN(C)C)c2ncn3nc(COc4ccc(C(C)(C)C)cc4)nc3c12,26%
Nc1nccnc1C(=O)NCc1ccc(F)cc1,?
Cc1ccn2c(Nc3ccc4c(c3)OCCO4)c(-c3ccc(N(C)C)cc3)nc2c1,?
COc1ccc(CN2CCc3ncc(C(=O)NCC4CC4)n3CC2)cn1,-4%[86.2 µM]
COc1ccccc1C(=O)N1CCCC(c2nn(C)c(=O)n2C(C)C)C1 (centres undefined),4%
Cc1ccc(C)c([S+](=O)([O-])c2nnn3c2nc(N2CCC(F)CC2)c2ccccc23)c1,79µM*
Cc1ccc(CN2C(=O)[C@@H]3C[C@@H](O)CN3C3(CN(Cc4ccccc4Cl)C3)C2=O)o1,?
CC1CN(C2CCCCC2)CCC1=O (centres undefined),5%
O=C(c1cccc(Cl)c1)N1CCC2(CC1)N=C(c1ccc(Br)cc1)NO2,13%
CCOC(=O)c1cccc(NC(=O)Cn2c(=O)nc(-c3ccccc3F)c3cc(Cl)ccc32)c1,-26%
CC(OC(=O)c1nn(-c2ccccc2)c(=O)c2ccccc12)C(=O)Nc1ccc(N2CCOCC2)cc1 (centres undefined),8%
O=C(N/N=C/c1ccc(-n2ccnc2)cc1)c1cccs1,9%
COc1ncccc1CN1CCC2(CC1)Cc1ccccc1CNC2=O,11%[115 µM]
Cn1cc(CCC(=O)N2CCC3(CC2)CC(c2ccccc2)C(=O)N3)cn1 (centres undefined),4%
CC(C)c1cc(C(=O)N(C)CCc2noc(C3CC3)n2)nc2ncnn12,4%
COc1ccc(-c2nc3ccccc3s2)cc1NC(=O)c1ccccc1F,?
CCN(CC)C(=O)[C@@H]1C[C@@H](NC(=O)c2cc3c(s2)CCCC3)CN1C,-32%
Cc1ccc(C(=O)N2CCC3(CC2)N(c2ccccc2)C(=O)CS3(=O)=O)s1,13%
COc1ccc(OC)c(NC(=O)CCCOc2cc(=O)n(C)c3ccccc23)c1,-21%
Cc1ccc(C(=O)N2CCCC3(CC(c4cccc(C(F)(F)F)c4)=NO3)C2)cc1 (centres undefined),-11%
NCCc1noc(-c2cccnc2)n1,?
COc1ccc(C(=O)N/N=C(\C)CC(=O)NC2CCCCC2)c(OC)c1,28%
CN1CCN(c2ccc(-c3noc([C@@H]4CCCN4CCCc4ccccc4)n3)cn2)CC1,32µM*
Cc1cccc(C(=O)Nc2ccc(OCc3cc(=O)n4ccsc4n3)cc2)c1,-4%
CCC(C(=O)Nc1cccc(-c2cn3cccnc3n2)c1)c1ccccc1 (centres undefined),?
O=C(Nc1cccc(C(=O)O)c1)Nc1cccc2ccccc12,10%
CCCCCCCCNS(=O)(=O)CC1NCc2cc(F)ccc21 (centres undefined),?
CCC(C(=O)NC1CCCCC1)n1c(SCc2ccc(F)cc2)nc2ccncc21 (centres undefined),14%
O=S(=O)(NCCc1csc2nc(-c3ccccc3)nn12)c1cc(F)ccc1F,?
O=C(c1ccc(F)cc1)N1CCCN(Cc2ccc3c(c2)OCO3)c2ccccc21,?
CC1=C(C(=O)Nc2ccc(C)cc2C)C(c2cccs2)n2nc(SCc3ccc(Cl)cc3)nc2N1 (centres undefined),4%
CCn1cc(C(=O)N2CCN(c3ccc(F)cc3)CC2)c(=O)c2cc(S(=O)(=O)N(C)C3CCCCC3)ccc21,14%
Cc1ccc(CCSc2cc(C(C)(C)C)c(F)c(C(C)(C)C)c2)cn1,?
Cc1ccc(C(=O)N2CCC3(C2)C(=NC2CCCCC2)NC(=O)N3c2cccnc2)cc1 (centres undefined),27%[115 µM]
Cc1cccc(NC(=O)CSc2nc3c(oc4ccccc43)c(=O)n2Cc2ccco2)c1,-41%
O=C(NC1CCCC1)N1CC2CC(C1)[C@H]1CCCC(=O)N1C2 (some centres undefined),15%
COCCNc1ncc(-c2ccc(O)c(OC)c2)c2c1OCC2,35µM*
CCN1C(=O)CCN(C(=O)C2(c3ccc(OC)cc3)CC2)CC12CCOCC2,-4%
O=C(Nc1cccc(Br)c1)C1CCN(c2cc(C(F)(F)F)ncn2)CC1,-11%
O=C(N/N=C/c1ccc(O)cc1)c1cc(C23CC4CC(CC(C4)C2)C3)[nH]n1,8%
O=C(NCc1cccn1Cc1ccc(F)cc1)NC12CC3CC(CC(C3)C1)C2,7%
O=C(c1cc2ccccc2oc1=O)N(Cc1ccccc1Cl)C1CCS(=O)(=O)C1 (centres undefined),-15%
CCC1CN(C(=O)Nc2ccc(Br)cc2F)c2ccccc2S1 (centres undefined),-2%
O=C(Nn1c(COc2ccccc2)nc2ccccc2c1=O)C(Cl)(Cl)Cl,10%
O=C(NCCCc1ccccc1)c1cc(-c2cccc3ccccc23)nc2ccccc12,13%
CCc1cccc(NC(=O)c2ncoc2-c2cccc(Cl)c2)c1,-30%
COc1ccc(C(=O)Nc2oc3ccc(Cl)cc3c(=O)c2-c2ccccc2)cc1OC,15%
O=C1CSc2ccc(C(=O)OCc3cc(-c4ccc(Cl)cc4)no3)cc2N1,10%
COc1cc(C(F)(F)F)c(C(=O)N(C)Cc2cccc(Cl)c2)cn1,28%
CCC(C)NC(=O)NC(=O)CSc1nnc(-c2ccccc2F)n1C1CC1 (centres undefined),25%

# Sorted by the number under KDM5B inhibitor (descending): six from the list above
SMILES,KDM5B inhibitor
COc1cc(C(F)(F)F)c(C(=O)N(C)Cc2cccc(Cl)c2)cn1,28%
O=C(NCCCc1ccccc1)c1cc(-c2cccc3ccccc23)nc2ccccc12,13%
O=C1CSc2ccc(C(=O)OCc3cc(-c4ccc(Cl)cc4)no3)cc2N1,10%
CCC1CN(C(=O)Nc2ccc(Br)cc2F)c2ccccc2S1 (centres undefined),-2%
O=C(c1cc2ccccc2oc1=O)N(Cc1ccccc1Cl)C1CCS(=O)(=O)C1 (centres undefined),-15%
CCc1cccc(NC(=O)c2ncoc2-c2cccc(Cl)c2)c1,-30%

# Remaining list, next part:
SMILES,KDM5B inhibitor
CC(C)(C)NC(=O)N1CCCC1c1nc(CCOc2ccc(F)cc2)no1 (centres undefined),-5%
COCCOC1CCN(C(=O)CCc2cccc(OC)c2)CC1,25%
CC(C)CCNC(=O)C1CC(=O)N(c2n[nH]c3cc(Br)ccc23)C1 (centres undefined),?
COCCNC(=O)[C@@H]1C[C@@H](O)CN1C1CCN(C(=O)c2cccc(C)c2)CC1,12%
COc1ccc(-c2cc(N3CCCC(NC(=O)C4CCCC4)C3)n[nH]2)cc1 (centres undefined),?
O=C(N/N=C/C(Br)=C/c1ccccc1)c1cnccn1,2%
CN(C)/C=C1\N=C(c2cccnc2Oc2ccc(Cl)cc2)OC1=O,0%
Cc1ccc(-c2noc(-c3ccc(N4CCCCC4)c([N+](=O)[O-])c3)n2)cc1,-20%
Cc1cc(Br)ccc1NC(=O)C(NS(=O)(=O)c1cccs1)c1ccccc1 (centres undefined),4%
Cc1cc(C)cc(NC(=O)c2cc(S(=O)(=O)N3CCc4ccccc43)cn2C)c1,?
COCCCNC(=O)c1c(NC(=O)Cc2coc3cc(C)ccc23)sc2c1CCCC2,?
Cc1ccc(-n2nc(C)c([C@H]3C=C[C@@H](O)C3)c2C)cc1Cl,-5%[86.2 µM]
COCc1ccc2c(c1)c(OC(C)(C)C(=O)NCCc1ccccn1)nn2CCC(C)C,?
CCCC(C)N(C)Cc1nnc(-c2ccc(Br)s2)o1 (centres undefined),-12%
COc1cccc(NC(=O)Cn2c(N3CCC(C)CC3)nc(C)cc2=O)c1,-29%
COc1ccc(-c2noc(C(=O)N3CCC3)c2[C@H](C)O)cc1,-1%[86.2 µM]
CC(C)C1N(C(=O)N(C)C)CCN1S(=O)(=O)c1ccccc1 (centres undefined),18%
C/C=C(\C)CN1C[C@@H](NC(=O)Cn2ccnc2C)C[C@H]1C(=O)NCC,?
Cn1nc(C2CCN(C(=O)c3nccc4ccccc34)CC2)c2c1CCOC2,1%
CS(=O)(=O)c1ccc2nc(NC(=O)/C=C/c3cccs3)sc2c1,-8%
CCOc1ccc(S(=O)(=O)N2CCC(C(=O)NC3CC3)CC2)cc1C,12%
COc1ccc(-c2cc3c(=O)n(CC(=O)Nc4ccc(Br)c(C)c4)ccn3n2)cc1OC,?
Cc1ccc(-c2nc(CSc3nc4ncccc4[nH]3)c(C)o2)cc1,77%[activator]
COc1ccc(CCn2c(O)c(C=Nc3cccc(F)c3)c(=O)[nH]c2=O)cc1OC,4%
COc1ccc(CC(=O)N2CC(CO)C3(CCNCC3)C2)cc1OC (centres undefined),-5%
CCOc1ccccc1C(=O)N1CCc2cc(OC)c(OC)cc2C1COc1ccc(OC)cc1 (centres undefined),2%
CC(CCc1ccco1)NC(=O)CN1CCCc2nc(-c3ccccc3)ncc2C1=O (centres undefined),12%
O=C(c1cc2cc(Br)ccc2oc1=O)N1CCN(S(=O)(=O)c2ccccc2)CC1,26%
CCOC(=O)c1c(NC(=O)c2cc(CC)on2)sc(C(C)=O)c1C,5%
COc1ccc(NC(=O)CN(C)S(=O)(=O)c2cnc[nH]2)cc1Cl,3%

# The final 4 compounds of the part before open the next one.
SMILES,KDM5B inhibitor
CC(CCc1ccco1)NC(=O)CN1CCCc2nc(-c3ccccc3)ncc2C1=O (centres undefined),12%
O=C(c1cc2cc(Br)ccc2oc1=O)N1CCN(S(=O)(=O)c2ccccc2)CC1,26%
CCOC(=O)c1c(NC(=O)c2cc(CC)on2)sc(C(C)=O)c1C,5%
COc1ccc(NC(=O)CN(C)S(=O)(=O)c2cnc[nH]2)cc1Cl,3%
O=C(c1ccc2c(c1)OCO2)N1CCC(N2CCOCC2=O)CC1,21%[149 µM]
O=C(c1ccsc1)N1CCCC(n2cc(-c3nc(C4CC4)no3)nn2)C1 (centres undefined),-20%
O=C1/C(=C/c2cccc(Cl)c2Cl)C(c2ccccc2)Oc2ccccc21 (centres undefined),-3%
CC(=O)Nc1ccc(NC(=O)c2oc3ccc4c(c3c2C)C(=O)CC(C)(C)O4)cc1,?
Cc1ccc2c(CSc3nnnn3-c3ccc(Cl)cc3)cc(=O)oc2c1,10%
C[C@H]1[C@@H]2[C@H]3OC(=O)[C@@H](C)[C@@H]3CC[C@@]2(C)CC[C@@H]1NS(C)(=O)=O,5%[86.2 µM]
CC1CCCCC12NC(=S)N(c1ccccc1)N2 (centres undefined),?
CCCCn1c(=O)[nH]c(=O)c2c1nc(CCC(=O)NCc1cccc(OC)c1)n2CC(C)C,2%
O=C(CCC1CCCN(S(=O)(=O)c2ccccc2)C1)NCC1CCCCC1 (centres undefined),5%
CCCCc1cc(C[C@@H]2C[C@H](NC(C)=O)C2(C)C)no1,18%[115 µM]
CCCCCCn1c(CNC(=O)c2ccccc2)nc2ccccc21,20%
Cc1ccc2c(=O)cc(C(=O)Nc3ccc(S(=O)(=O)N4CCCCC4)cc3)oc2c1,-41%
N#Cc1cccc(C(=O)N2CCCCCCNC(=O)[C@@H]3C[C@@H](c4nc(-c5cnccn5)no4)C[C@@H]32)c1,-25%
CC1=C(C(=O)Nc2ccc(C)cc2Cl)C2(CCCCCC2)OC1=O,-6%
Cc1oc2cc(OCC(=O)O)ccc2c(=O)c1-c1ccc(Br)cc1,-11%
COc1cc(OC)cc(C(=O)Nc2ccc(-c3nc4cc(C(C)C)ccc4o3)cc2)c1,?
Cc1occc1-c1nnc(SCC(=O)N(Cc2ccccc2)c2ccccc2)o1,-13%
COCC(=O)N[C@@H]1CN(C(=O)CCCc2ccccc2)CC[C@@H]1c1nc(C)no1,24%
Cc1ccc(C(=O)Nc2cccc3ccccc23)o1,-3%
Cc1nn(CC(=O)Nc2ccc(OC(F)(F)F)cc2)c(=O)c2c(C)n(-c3ccc(Cl)cc3)nc12,-16%
O=C(NCCc1nc2ccccc2[nH]1)c1ccc(N2CCCN(Cc3ccccc3)C2=O)cc1,3%
COc1ccc(Cc2nnc(C(=O)NCCN3CCN(c4cccc(Cl)c4)CC3)o2)cc1OC,2%
COc1cc([N+](=O)[O-])cc(/C=N/NC(=O)CSc2ccccn2)c1O,?
CNC(=O)c1cccc(-c2cnc(NC(=O)Cc3ccccc3)c3c2CCO3)c1,2%[86.2 µM]
Cc1cccc(C(=O)N2CC[C@H]3C(=O)NCCCCCCN(Cc4ccncc4)[C@@H]3C2)c1,?
O=Cc1ccc(Oc2ncnc3ccccc23)cc1,?
OCCN1CCN(CC#CCC(c2ccccc2)c2ccccc2)CC1,7%
COc1ccc(C(=O)N2CC(c3nnc(C(C)C)o3)C3(CCOCC3)C2)cn1 (centres undefined),-6%
COc1cccc(Nc2ncc3c(n2)C(C)(C(=O)NCCc2ccccn2)CC3)c1 (centres undefined),2%[86.2 µM]
Cc1c(Cl)cccc1NC(=O)NCc1c(-n2cccc2)sc2c1CCCC2,-24%
CN(C)C[C@@H]1CN(Cc2ccccn2)C[C@H]1NC(=O)c1cccc(Cl)c1,?
N#Cc1ccccc1-c1ccc(COC(=O)C2CCCO2)cc1 (centres undefined),13%
CCCCN(S(=O)(=O)c1ccccc1)S(=O)(=O)c1ccccc1,14%
CCOC(=O)Cn1nc(C)c(NC(=O)COc2ccc(C)c(C)c2)c1C,-8%
Cc1ccc(C(=O)CCS(=O)(=O)c2ccc(Cl)cc2)cc1,-22%
COc1cccc(CNC(=O)CCS(=O)(=O)c2cc3c4c(c2)CCN4C(=O)CC3)c1,-23%

# An excerpt; count on the stated rates, not on these rows.
